HePTP inh: inhibitors of human HePTP phosphatase, primary screen, biochemical, absorbance, leukemia target; recombinant HePTP phosphatase activity, OD absorbance; actives 0.64% (n = 110,000); inhibition, % at 20 µM; in the data active = inhibition above about 50%;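 also: plate controls were vehicle for no effect and reference inhibitor for full effect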
BAP1 inh: inhibitors of BAP1 deubiquitinase, primary screen, biochemical, Ub-AMC fluorescence, kinetic | activity remaining (% of control), % at 20 µM | AID 436, 2006 | recombinant BAP1, Ub-AMC hydrolysis fluorescence kinetic; active compounds read low | Ubiquitin carboxyl-terminal hydrolase BAP1 (Homo sapiens), Q92560 | actives 0.48% (n = 72,000);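 active = activity remaining at or below 50% of control, provided the compound also passes the data quality filters; inactive = the rest, including low values that fail the filters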;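 also: 100% = DMSO wells rate and 0% = substrate alone blank rate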
Target sequence (Q92560 whole entry, looked up): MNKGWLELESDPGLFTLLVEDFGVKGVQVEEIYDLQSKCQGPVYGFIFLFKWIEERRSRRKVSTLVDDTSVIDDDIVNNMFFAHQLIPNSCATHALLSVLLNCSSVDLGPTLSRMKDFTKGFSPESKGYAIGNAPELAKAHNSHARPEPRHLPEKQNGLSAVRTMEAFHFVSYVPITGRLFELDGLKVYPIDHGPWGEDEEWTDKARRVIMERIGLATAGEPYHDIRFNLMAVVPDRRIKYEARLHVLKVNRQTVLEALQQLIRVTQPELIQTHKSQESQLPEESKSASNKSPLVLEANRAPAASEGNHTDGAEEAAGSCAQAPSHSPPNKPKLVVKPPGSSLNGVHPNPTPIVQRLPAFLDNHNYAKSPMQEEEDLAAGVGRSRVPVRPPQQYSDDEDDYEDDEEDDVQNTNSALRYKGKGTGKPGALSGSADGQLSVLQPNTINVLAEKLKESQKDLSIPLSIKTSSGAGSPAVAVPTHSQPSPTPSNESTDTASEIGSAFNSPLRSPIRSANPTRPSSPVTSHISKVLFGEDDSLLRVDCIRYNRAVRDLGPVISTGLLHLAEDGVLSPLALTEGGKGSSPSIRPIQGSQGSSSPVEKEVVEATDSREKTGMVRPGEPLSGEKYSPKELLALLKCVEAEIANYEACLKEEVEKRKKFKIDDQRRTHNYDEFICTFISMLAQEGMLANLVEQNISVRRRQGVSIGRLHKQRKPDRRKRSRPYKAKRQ
An asterisk follows results filed as active; / = not tested or not shown; & = joins results of further samples.

no.	molecule	HePTP inh	BAP1 inh
1	O=C(NCc1ccco1)C1CCCCN1S(=O)(=O)c1ccc(F)cc1 (configuration not stated)	3	99
2	COc1cc(C(=O)Nc2nc(OC)c(-c3ccccc3)c(OC)n2)cc(OC)c1OC	2	132
3	CCC(=O)NC(=Nc1nc(OC)c2cc(C)ccc2n1)NC(=O)CC	8	/
4	NCCCNc1ccccc1[N+](=O)[O-]	8	/
5	Cc1ccc(C(=O)/C=C/Nc2ccccc2C(N)=O)o1	6	131
6	COc1ccc(OCC(=O)Nc2ccc(NC(=O)c3ccccc3)cc2)cc1	-3	/
7	Cc1cc2c(c(Sc3ccccc3)n1)C(=O)OC2	7	111
8	Cc1ccc(-n2c(=O)c3c4c(sc3n3cnnc23)COC(C)(C)C4)cc1	-2	/
9	O=C(NCc1ccco1)c1c[nH]c2ccc(S(=O)(=O)N3CCOCC3)cc2c1=O	-5	138
10	CC1=C(C(=O)OCCc2ccccc2)C(c2cccc([N+](=O)[O-])c2)C2=C(CCCC2=O)N1 (configuration not stated)	-3	/
11	COc1ccc(OCC(O)Cn2c(Nc3ccccc3)nc3c2c(=O)n(C)c(=O)n3C)cc1 (configuration not stated)	8	92
12	O=C(CC1Sc2ccc(C(F)(F)F)cc2NC1=O)Nc1cccc(C(F)(F)F)c1 (configuration not stated)	0	/
13	CS(=O)(=O)N1CCN(c2ccc([N+](=O)[O-])c(N3CCOCC3)c2)CC1	-10	/
14	CCCc1nc2ccccc2c(=O)n1/N=C/c1ccc(O)c(O)c1	-6	74
15	CCOc1ccc(NC(=O)C2CCC(N3C(=O)C4CC=CCC4C3=O)CC2)cc1 (configuration not stated)	-3	98
16	O=C(CCc1ccc(S(=O)(=O)N2CCOCC2)cc1)NCCCN1CCCC1=O	6	112
17	COc1ccc(OCC(=O)NNC(=O)C2COc3ccccc3O2)cc1 (configuration not stated)	2	/
18	CC1=C(C(=O)OC(C)C)C(c2cccs2)C2=C(CC(c3ccccc3)CC2=O)N1 (configuration not stated)	5	/
19	CCc1ccccc1N(C)C(=O)CCc1nc(-c2ccc(C)cc2)no1	12	90
20	Cc1c(C(=O)Nc2cccc(-c3nc4ccccc4o3)c2)cccc1[N+](=O)[O-]	-2	/
21	C=CC(=C)CC(NC)c1ccccc1 (configuration not stated)	1	78&123
22	CCOc1ccc(/C=C2/SC(=S)NC2=O)cc1Cl	5	/
23	COc1cc(C2C(C(=O)OCC3CCCO3)=C(C)NC3=C2C(=O)CCC3)cc(Cl)c1O (configuration not stated)	/	74
24	COC(=O)c1ccccc1NC(=O)CN1CCC(C(=O)c2ccc3c(c2)OCCO3)CC1	8	/
25	CC1CCc2c(sc(NC(=O)c3cc([N+](=O)[O-])ccc3Cl)c2C(N)=O)C1 (configuration not stated)	10	/
26	CCOC(=O)c1nc(S(C)(=O)=O)ncc1N1CCOCC1	-3	118
27	COc1cc2c(cc1OC)C(=C(Cl)Cl)NC(C)(C)C2	3	/
28	CCN1CCc2c(C#N)c(N3CCOCC3)nc(NCCO)c2C1	3	118
29	COc1ccc(NC(=O)CSc2nccn2-c2cccc(OC)c2)cc1	4	95
30	O=C(COC(=O)c1ccc(=O)n(Cc2ccccc2)n1)Nc1ccc2c(c1)OCCO2	4	100

In a second layout: entries from further up.
(1) O=C(NCc1ccco1)C1CCCCN1S(=O)(=O)c1ccc(F)cc1 (configuration not stated)
  HePTP inh: 3; BAP1 inh: 99
(27) COc1cc2c(cc1OC)C(=C(Cl)Cl)NC(C)(C)C2
  HePTP inh: 3; BAP1 inh: /

Carrying on.
no.	molecule	HePTP inh	BAP1 inh
31	O=C(c1ccco1)N(Cc1ccccc1)c1cccc([N+](=O)[O-])c1	1	/
32	Cc1ccc(NS(=O)(=O)c2ccc(N)cc2)nc1	/	123
33	CCOC(=O)C1=C(C)NC(C)=C(C(=O)OCC)C1c1ccc(OC)c(O)c1	/	95
34	O=c1c2c(nc3cc(-c4ccccc4)[nH]n13)CCS2	-1	/
35	Cc1ccc(NCC(=O)N/N=C\c2ccc(OCc3ccccc3)cc2)cc1	9	/
36	CCC(=O)N(CC)c1nc(-c2ccc(OC)cc2)cs1	10	86
37	COc1ccc(C2=C/C(=C\c3ccc(OC)c([N+](=O)[O-])c3)C(=O)O2)cc1	8	/
38	O=C(NC1CCCC1)C(c1ccc(O)cc1)N(CC1CCCO1)C(=O)C1COc2ccccc2O1 (configuration not stated)	5	103
39	Cc1ccc2oc(=O)n(CCOc3ccccc3Cl)c2c1	-8	91
40	O=C1CC(c2cccs2)CC2=C1C(c1ccsc1)Nc1ccccc1N2 (configuration not stated)	-3	/
41	CC1=C(C)CC2C(=O)N(c3ccc(C(C)C)cc3)C(=O)C2C1 (configuration not stated)	-2	/
42	COc1ccc(/C(O)=C2/C(=O)C(=O)N(CCN(C)C)C2c2ccccc2)cc1Cl (configuration not stated)	4	80
43	COc1ccc(S(=O)(=O)N2CCCC2C(=O)Nn2cnnc2)cc1 (configuration not stated)	5	101
44	COCCNC(=O)c1ccc(N2CCCCC2)c(NS(=O)(=O)c2ccc(C)cc2)c1	4	97
45	O=C(NC1CCN(Cc2ccccc2)CC1)C1CCN(S(=O)(=O)c2cccc3nsnc23)CC1	13	93
46	COC(=O)Cc1c(C)nc2nc(NCc3c(F)cccc3Cl)[nH]n2c1=O	7	84
47	Cc1cccc(C(=O)O/N=C(\N)Cc2ccc([N+](=O)[O-])cc2)c1	-24	/
48	COc1cccc(NC(=O)N(Cc2ccco2)C(C)c2cccs2)c1 (configuration not stated)	11	97
49	c1cnc(N2CCN(c3nc4ccccc4n4cnnc34)CC2)nc1	-1	58
50	CCNc1nc(N)nc(Oc2ccc(C(=O)OC)cc2)n1	-2	112
51	O=C(CCn1[nH]c(=O)c2ccccc2c1=O)OC1CCCCC1	11	102
52	Cc1cc(=O)[nH]c(SCC(=O)c2ccccc2)c1C#N	3	77
53	CS(=O)(=O)N(CC(=O)NCc1ccco1)Cc1ccc(Cl)cc1	12	86
54	CCc1nnc(NC(=O)CCC(=O)N2CCN(Cc3ccccc3)CC2)s1	8	101
55	O=C(Cc1ccc(-c2ccccc2)cc1)Nc1ccc(F)cc1	2	/
56	COc1ccc(Br)cc1C(=O)Nc1ccc2oc(-c3ccccc3)nc2c1	8	/
57	Cc1nn(-c2cc(N3CCCCC3)ccc2N)c(=O)c2ccccc12	/	115
58	O=C(c1nn2c(C(F)(F)F)cc(-c3ccco3)nc2c1Cl)N1CCN(Cc2ccccc2)CC1	1	/
59	CN(CCOC(=O)C(C)(c1ccccc1)c1ccccc1)C(C)(C)C	3	/
60	COc1ccccc1NC(=O)C(=O)NCCc1ccccc1	4	/

Five records drawn at random from the list so far, as already listed:
no.	molecule	HePTP inh	BAP1 inh
17	COc1ccc(OCC(=O)NNC(=O)C2COc3ccccc3O2)cc1 (configuration not stated)	2	/
33	CCOC(=O)C1=C(C)NC(C)=C(C(=O)OCC)C1c1ccc(OC)c(O)c1	/	95
4	NCCCNc1ccccc1[N+](=O)[O-]	8	/
37	COc1ccc(C2=C/C(=C\c3ccc(OC)c([N+](=O)[O-])c3)C(=O)O2)cc1	8	/
10	CC1=C(C(=O)OCCc2ccccc2)C(c2cccc([N+](=O)[O-])c2)C2=C(CCCC2=O)N1 (configuration not stated)	-3	/

Next part.
no.	molecule	HePTP inh	BAP1 inh
61	COc1ccc(/C=C(/C#N)C(N)=O)cc1O	-2	/
62	Cn1c(=O)c(=O)n(C)c2cc(S(=O)(=O)N3CCC(N4CCCCC4)CC3)ccc21	0	103
63	CN(C)CCNC(=O)c1ccc(CS(=O)(=O)c2ccc(Br)cc2)o1	6	101
64	COc1ccc(NC(=O)C(=O)N/N=C/c2ccccc2O)cc1	5	/
65	CCOC(=O)c1nn(-c2ccc3c(c2)CCN3C(C)=O)cc1O	3	/
66	CC(=O)Nc1cccc(NC(=O)CSc2nnnn2Cc2ccccc2)c1	-2	94
67	CCS(=O)(=O)n1nc(-c2ccc(C)cc2)nc1N	2	108
68	COc1cccc(C2/C(=C(\O)c3ccccc3)C(=O)C(=O)N2CCN(C)C)c1 (configuration not stated)	-7	/
69	O=C(O)c1ccc(Cn2cc(Cl)cn2)cc1	7	109
70	Cc1ccc(S(=O)(=O)NCCNC(=O)Nc2cccnc2)cc1	10	/
71	O=C(Cn1nc(Cc2cccnc2)c2ccccc2c1=O)NCCCN1CCCC1=O	-4	97
72	COCCCn1c(SCC(=O)N2CCCC(C)C2)nnc1-c1ccco1 (configuration not stated)	7	96
73	O=C(c1ccc2c(c1)OCO2)N1CCc2ccccc2C1	7	97
74	CC(C)(O)C#CC#CCN1CCOCC1	-4	115
75	CCOC(=O)c1sc(NC(=O)C2CCCCC2)nc1C	12	/
76	CC(C)(C)NC(=O)c1ccccc1C(=O)O	6	/
77	Cc1cc(C)c2cc(C(c3nnnn3C3CCCC3)N3CCOCC3)c(=O)[nH]c2c1 (configuration not stated)	10	/
78	O=c1c2ccccc2ncn1Cc1nc2ccccc2s1	-4	/
79	CCC1=NN2C(=N)/C(=C/c3ccc(OCCOc4cccc(OC)c4)c(OC)c3)C(=O)N=C2S1	7	/
80	COCCn1cc(C(=O)N2CCCC(C)C2)c2c3ccccc3n(C)c2c1=O (configuration not stated)	-7	/
81	CCOC(=O)C1=C(C)N=c2s/c(=C\c3cc4c(cc3Cl)OCO4)c(=O)n2C1c1cccs1 (configuration not stated)	8	/
82	COc1cc(C(=S)N(C)C)ccc1O	5	62
83	O=C(NCCO)c1c(O)c2cccc3c2n(c1=O)CC3	3	164
84	CCc1c(C)c(C#N)c2nc3ccccc3n2c1Nc1c(C)n(C)n(-c2ccccc2)c1=O	2	68
85	Cc1ccc(-c2cc(C(=O)N3CCOCC3)c3ccccc3n2)c(C)c1	-6	/
86	CC(C)CN(C(=O)COC(=O)CCc1c[nH]c2ccccc12)C1CCS(=O)(=O)C1 (configuration not stated)	10	84
87	CC(C)N1CC=C2C(C#N)=C(N)C(C#N)(C#N)C(c3ccccc3)C2C1 (configuration not stated)	0	85
88	Cc1cc(C)n(S(=O)(=O)c2cc(Cl)ccc2Cl)n1	6	101
89	Cc1c(Cl)ccc2c1NC(=O)[C@]21[C@@H]2C(=O)N(Cc3ccccc3)C(=O)[C@@H]2[C@@H]2CCCN21	21	67
90	CC(=O)c1c(C)nn(C(=O)c2cccs2)c1C	-8	92

Next section.
no.	molecule	HePTP inh	BAP1 inh
91	Cc1ccc2cc(C)c(N3CCN(c4ccccn4)CC3)nc2c1	7	/
92	Cc1nccn1-c1ncnc2sc3c(c12)CCCC3	3	97
93	CCN(CC)CCCC(C)NC(=O)c1c(NC(=O)c2ccccc2)sc(C)c1C (configuration not stated)	3	/
94	CC(C)CCNC(=O)CN(C(=O)Cn1nnc(-c2ccc(F)cc2)n1)C1CCCC1	2	99
95	COC(=O)C(NC(=O)c1ccc(Br)cc1)c1ccccc1 (configuration not stated)	5	/
96	CSc1nnc(-c2ccccc2)c(=O)[nH]1	-15	94
97	C=CCn1c(SCC(=O)NCc2ccc3c(c2)OCO3)nnc1C1CCCCC1	-4	120
98	Oc1cccc(/C=N/Nc2cc(N3CCOCC3)nc(N3CCOCC3)n2)c1	-1	/
99	CC(NCCc1ccc(O)cc1)C(O)c1ccc(O)cc1 (configuration not stated)	8	78
100	Cc1oc(-c2ccccc2F)nc1CS(=O)(=O)CC(=O)N1CCCCCC1	6	97
101	COc1ccc(N2C(=O)NC(=O)/C(=C\C=C\c3ccccc3[N+](=O)[O-])C2=O)cc1	2	/
102	CCn1c(SCC(=O)Nc2ccc3c(c2)OCCO3)nnc1-c1ccccn1	6	112
103	CCOC(=O)c1c(NCc2ccc3c(c2)OCO3)c2ccccc2[nH]c1=O	12	95
104	Cc1cc(C)c(NC(=O)CN2C(=O)NC3(CCCCC3)C2=O)c(Cl)c1	7	127
105	O=C(CCN1CCCC1Cc1ccccc1)c1ccc2c(c1)OCCO2 (configuration not stated)	-6	106
106	C=CCNc1nc(-c2ccc(Cl)cc2)nc2ccccc12	-9	/
107	Cc1cc(C)c(C#N)c(N2CCCC(C(N)=O)C2)n1 (configuration not stated)	-5	/
108	O=C(CNS(=O)(=O)c1ccc(Br)s1)N1CCN(c2ncccn2)CC1	-6	102
109	O=C(c1cnn2c(C(F)F)cc(-c3ccccc3)nc12)N1CCN2CCCC2C1 (configuration not stated)	12	91
110	C=CCc1cccc2cc(C(=O)NC3CCCCC3)c(=O)oc12	0	/
111	Cc1ccc(/C=N/c2nc3ccc(Br)cc3s2)c(O)c1	12	/
112	Cc1ccc(OCCOc2cccc(C=O)c2)cc1	-15	/
113	C=CCOn1c(=O)c(-c2ccc(OC)cc2)[n+]([O-])c2ccccc21	3	61
114	COc1ccc(-c2cc3nc(C)cc(NCCO)n3n2)cc1	10	101

Another view of part of the listing above.
#100 Cc1oc(-c2ccccc2F)nc1CS(=O)(=O)CC(=O)N1CCCCCC1
#101 COc1ccc(N2C(=O)NC(=O)/C(=C\C=C\c3ccccc3[N+](=O)[O-])C2=O)cc1

| screen / no. | 100 | 101 |
| --- | --- | --- |
| HePTP inh | 6 | 2 |
| BAP1 inh | 97 | / |

Source: PubChem BioAssay
